# Screening results (PubChem)
# TGFb inhibitor = inhibitors of TGF-b signaling. Potency, µM (highest dose often 46.1 µM), without a hit: top-dose activity, negative = inhibition, actives largely listed as inhibitors. HepG2 CAGA-GFP TGF-b/SMAD3 reporter, GFP fluorescence, 18 h; TGF-beta stimulated, 500 pg/mL final. 410,000 compounds, 1.2% hits; also: % is scaled to controls: 0 for no effect and ±100 for the full control effect; nearly all actives have a fitted effect of over 65% in size
#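 Using HEPG2 CAGA-GFP reporter cells at 1000 cells/well, we pinned test compounds, stimulated with recombinant TGF-beta (500 pg/mL final) and measured total well GFP after 18 h.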
# S2 tox = reduces viability in counter-screen for ATXN expression inhibitors | S2 cells (HEK-293 line with an ATXN2-luciferase reporter) viability, CellTiter-Fluor protease fluorescence, 24 h | Potency, µM (doses to about 56.7 µM), usual class: cytotoxic | 400,000 compounds, 0.49% hits; also: nearly all actives have a fitted effect of over 40% in size
# A549 tox = counter-screen for Nrf2 inhibitors: cytotoxicity in A549 cells | A549 ARE-Fluc cells, CellTiter-Fluor viability, 18-24 h | Potency, µM (top dose mostly 46 µM), without a hit: at the top dose activity change, negative = cytotoxicity, actives largely listed as inhibitors | 390,000 compounds, 0.16% hits | AID 504648; also: % is scaled to controls: 0 for no effect and ±100 for the full control effect
#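 Cytotoxicity counterscreen: CellTiter-Fluor fluorescence was measured in A549 ARE_Fluc cells after 18-24 h of compound exposure in a concentration series. The subsequent BugLite luminescent read reports ARE-luciferase activity.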
# HepG2 tox = kills HepG2 cells in TGF-b inhibitor counter-screen; HepG2 CAGA-GFP viability, ATP luminescence, 18 h; Potency, µM (series often up to 46.1 µM), for the others: top-dose activity change, negative = cytotoxicity, usual class: cytotoxic; AID 588856; 410,000 compounds, 0.76% hits; also: some results filed as inactive show a strong effect at the top dose
#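 HepG2 CAGA-GFP cells (1000/well, DMEM with 1% FBS) received compound, then TGF-beta at 500 pg/mL final, and were incubated 18 hours at 37 degrees C. Viability was read by CellTiter-Glo luminescence. Media-only wells were set as complete cell-killing and DMSO as no toxicity.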
# Nrf2 inh = inhibitors of Nrf2 signaling. A549 ARE-Fluc reporter, luciferase luminescence, 18-24 h. Potency, µM (highest dose often 46 µM), for inactives: at the highest dose activity change, negative = inhibition, hits mostly inhibitors. 360,000 compounds, 2.1% hits. AID 504444; also: % is scaled to controls: 0 for no effect and ±100 for the full control effect; nearly all actives have a fitted effect of over 60% in size
#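 Concentration-response testing used A549 ARE_Fluc cells at 5000 cells/well. Following an 18-24 h compound incubation, viability was read by fluorescence (Ex 405/Em 525) and luciferase output by luminescence.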
# MCF10A rereplic = induces DNA re-replication in MCF 10a normal breast cells; MCF 10A DNA re-replication, Hoechst nuclear intensity, 48 h; Potency, µM (titrated, usually from 46.1 µM), without a hit: at the top dose activity, positive = re-replication, most hits filed as activators; 350,000 compounds, 2.9% hits; AID 624296; also: % of control where 0% means no effect; nearly all actives have a fitted effect of over 50% in size
# EPAC2 antagonist = EPAC2 (human) antagonism. EPAC2 GEF exchange of Rap1B-BODIPY-GDP, fluorescence. AID 720708. 360,000 compounds, 0.18% hits. Potency, µM (doses to about 114 µM), inactives show at the highest dose activity, negative = inhibition, usual class: inhibitors. Q8WZA2; also: % is scaled to controls: 0 for no effect and ±100 for the full control effect; nearly all actives have a fitted effect of over 45% in size; many of its hits are not listed in these tables
# Target sequence (Q8WZA2 whole entry, looked up): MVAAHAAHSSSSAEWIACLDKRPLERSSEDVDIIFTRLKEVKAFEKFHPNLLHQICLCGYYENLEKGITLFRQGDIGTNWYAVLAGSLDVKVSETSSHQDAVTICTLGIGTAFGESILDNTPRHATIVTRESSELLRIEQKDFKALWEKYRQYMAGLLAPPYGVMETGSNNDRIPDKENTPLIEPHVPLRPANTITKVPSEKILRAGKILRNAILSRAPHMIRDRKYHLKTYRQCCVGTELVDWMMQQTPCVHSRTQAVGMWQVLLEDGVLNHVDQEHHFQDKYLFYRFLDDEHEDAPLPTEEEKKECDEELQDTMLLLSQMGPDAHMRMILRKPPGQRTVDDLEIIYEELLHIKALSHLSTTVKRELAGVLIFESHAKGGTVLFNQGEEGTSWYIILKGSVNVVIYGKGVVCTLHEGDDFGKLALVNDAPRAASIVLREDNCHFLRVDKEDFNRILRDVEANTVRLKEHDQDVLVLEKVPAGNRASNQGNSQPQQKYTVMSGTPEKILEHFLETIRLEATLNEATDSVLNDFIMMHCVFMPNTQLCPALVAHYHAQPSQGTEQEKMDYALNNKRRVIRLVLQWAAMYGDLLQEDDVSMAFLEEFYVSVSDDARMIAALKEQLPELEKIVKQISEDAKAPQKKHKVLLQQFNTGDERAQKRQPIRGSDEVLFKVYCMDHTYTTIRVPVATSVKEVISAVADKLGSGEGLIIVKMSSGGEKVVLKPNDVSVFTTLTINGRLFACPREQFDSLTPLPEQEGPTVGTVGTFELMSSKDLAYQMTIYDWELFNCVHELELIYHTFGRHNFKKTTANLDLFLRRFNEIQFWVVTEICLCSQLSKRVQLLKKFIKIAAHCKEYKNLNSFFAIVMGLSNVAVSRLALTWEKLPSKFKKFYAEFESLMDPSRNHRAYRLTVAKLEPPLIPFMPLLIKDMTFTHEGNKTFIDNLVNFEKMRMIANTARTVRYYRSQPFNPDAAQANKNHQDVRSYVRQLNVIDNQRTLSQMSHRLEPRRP
# Nrf2 ARE act = activates Nrf2 signaling; AREc32 ARE-luciferase reporter (MCF7-derived line), luminescence, 24 h; Potency, µM (doses to about 46.1 µM), for inactives: at the top dose activation, most hits filed as activators; 410,000 compounds, 0.31% hits; AID 624171; also: % of control where 0% means no effect; nearly all actives have a fitted effect of over 65% in size
#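 AREc32_Fluc, 1000 cells/well, OPTI-MEM + 5% FBS, o/n 37 deg C 5% CO2; 23 nL cpd by pin tool, 24 hr; Steady-Glo 30 min RT, luminescence.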
# ATXN2 expr inh = inhibitors of ATXN2 expression; HEK-293 ATXN2-luciferase reporter, luminescence, 24 h; 360,000 compounds, 0.72% hits; Potency, µM (series often up to 57 µM), without a hit: at the highest dose activity change, negative = inhibition, most hits filed as inhibitors; also: % is scaled to controls: 0 for no effect and ±100 for the full control effect; nearly all actives have a fitted effect of over 55% in size
#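 qHTS (up to 57 uM final) was run with 24 h compound exposure of reporter cells at 37 °C. Each well was multiplexed: SteadyGlo luminescence measured ATXN2-luciferase expression after a fluorogenic Gly-Phe-AFC viability readout (25 uM final).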
# Starred values were filed as active, the others as inactive; i = inactive; ? = inconclusive; . = no result given; & = joins results of further samples; [ ] = dose if it differs, or a comment. Calls follow the shape of the dose curve; as a rule, active = well fitted curve in the direction sought with a large enough effect; inconclusive = small, poorly fitted or top-dose-only effect, or another doubt; inactive = no such curve, though single readings can be large; an effect the other way counts as inactive or inconclusive. Potency is read from the fitted curve at half-maximal effect.
SMILES,TGFb inhibitor,S2 tox,A549 tox,HepG2 tox,Nrf2 inh,MCF10A rereplic,EPAC2 antagonist,Nrf2 ARE act,ATXN2 expr inh
Cc1ccc(SCC(=O)OC(C)C(=O)N2CCc3ccccc32)cc1 (stereo not drawn),?,i,1%,18%,-11%,0%,-12%,2.6%,-18%
CC(=O)Oc1ccc(N2C(=O)C3C4C=CC(CO)(O4)C3C2=O)cc1 (stereo not drawn),8%,?,-4%,17%,.,?,9%,9.1%,1%
CCn1cc2nc(SCc3cccc(C(F)(F)F)c3)n(Cc3ccc(Cl)cc3)c(=O)c2n1,-4%,i,-18%,7%,?,.,.,0.1%,-3%
COc1ccc(S(=O)(=O)N2CCN(C(=O)c3ccc(=O)[nH]n3)CC2)cc1OC,-6%,i,3%,16%,-1%,-2%,7%,-0.4%,-2%
COc1cccc(N=c2oc3ccc(OC)cc3cc2-c2nc3ccccc3[nH]2)c1,145%[activator],?,13µM*,-24%,?,?,-7%,14%,?
CCOC(=O)c1cc(NC(=O)CSCCO)ccc1Cl,-9%,i,1%,-43%,5%,-14%,0%,-0.5%,2%
CCOc1ccc(C(C)=O)cc1COC(=O)C(C)N=C1NS(=O)(=O)c2ccccc21 (stereo not drawn),-1%,i,2%,-2%,17%,?,-7%,2.3%,0%
CCCCN=C1CC(C)(C)CC(=O)/C1=C(/O)CCC,0%,i,4%,4%,2%,-1%,10%,-0.4%,-23%
O=C(CCc1ccc(S(=O)(=O)N2CCOCC2)cc1)N1CCc2ccccc2C1,0%,i,6%,2%,2%,1%,-23%,-0.4%,0%
CC(=O)Nc1ccc(S(=O)(=O)NCC2(N3CCOCC3)CCCCC2)cc1,5%,i,-5%,-3%,7%,2%,-5%,-0.2%,-7%
CC(=O)Nc1ccc(-c2nnc(SCC(=O)c3ccc4c(c3)Cc3ccccc3-4)n2C)cc1,-28%,?,-1%,-94%,.,?,5%,6.0%,?
CCNC(=O)NC(=O)COC(=O)CNC(=O)COc1ccccc1,0%,?,2%,6%,4%,-27%,-5%,0.0%,9%
N=C1C(c2ccccc2)=C(O)CN1c1cccc(S(=O)(=O)NCc2ccco2)c1,-4%,?,1%,27%,2%,-4%,-2%,-0.9%,.
Cc1cccnc1NC(=O)CCCNC(=O)c1ccc(Cl)cc1,25%,?,-5%,7%,3%,?,7%,-0.4%,4%
O=C(CN1C(=O)C2CC=CCC2C1=O)Nc1nc(-c2ccc(F)cc2)cs1 (stereo not drawn),2%,i,-12%,-2%,-13%,5%,15%,0.0%,2%
CC(C)COc1ccc(C(=O)Nc2sc3c(c2C(=O)O)CC(C)(C)OC3)cc1,-20%,i,?,-13%,5.8µM*,?,-5%,-0.1%,-4%
O=C(C1CC1)N(CCN(C(=O)C1CC1)c1ccccc1)c1ccccc1,-3%,i,-14%,-5%,?,-6%,-4%,0.4%,-14%
COc1cccc(/C=N/Nc2cc(Cl)nc(C)n2)c1O,-2%,?,20%,0%,7%,7.3µM*,-7%,12%,.
COCCCn1c(=N)c(C(=O)NC2CCCCC2)cc2c(=O)n3ccccc3nc21,-14%&10%,.,?,-1%&-42%,11%&9%,3.3µM*,-7%,-1.1%&0.3%,-6%&-18%
Cc1ccc(C)c(-n2c(C)cc(/C=N/NC(=O)c3c(C)nc4cc(C)ccn34)c2C)c1,0%,i,0%,-7%,?,12%,8%[57.1 µM],3.2%,-21%
Cc1cccc(-c2nn(-c3ccccc3)cc2C(=O)N(C)CC(=O)Nc2ccc(N3CCOCC3)cc2)c1,3%,i,-5%,-3%,15%,4%,-5%,0.2%,7%
CC1=CC(C)(C)N2C(=O)C(=O)c3cc(OC(=O)c4ccco4)cc1c32,?,?,1%,1%,-9%,?,-19%,19%,-33%[11.3 µM]
COc1ccc(Cl)cc1NS(=O)(=O)c1ccc(S(=O)(=O)N2CCCC2)cc1,-26%,i,6%,-19%,-17%,-10%,1%,0.9%,-12%
O=[N+]([O-])c1ccc(Cl)cc1CNc1ccc(F)c(F)c1,6%,i,-7%,1%,5%,1%,5%,7.1%,-12%
COc1ccccc1NC(=O)c1cc(C(=O)O)ccc1C(=O)O,26%,i,2%,-17%,-2%,1%,5%,0.1%,5%
# Next part.
SMILES,TGFb inhibitor,S2 tox,A549 tox,HepG2 tox,Nrf2 inh,MCF10A rereplic,EPAC2 antagonist,Nrf2 ARE act,ATXN2 expr inh
COc1ccc(N2CCN(C(=O)C3CCN(c4nc5ccc(C)cc5[nH]4)CC3)CC2)cc1,-14%,.,-4%,-7%,.,.,.,3.7%,.
CC1=C(C(=O)N(C(C)C)C(C)C)CC(CC(=O)NCCCN(C)C)C(=O)N1Cc1ccc(F)cc1 (stereo not drawn),-14%,i,.,3%,.,.,-2%,-2.0%,6%
Cc1csc(SCC(=O)Nc2ncc(Cl)c(C)c2Cl)n1,9%,i,-1%,-9%,4%,3%,10%,3.5%,8%
CCN(C(=O)COC(=O)c1cc(=O)[nH]c2ccccc12)C1CCS(=O)(=O)C1 (stereo not drawn),6%,i,-1%,-6%,-19%,13%,3%,-0.2%,9%
Cc1snc2sc(C(=O)c3ccc(F)cc3)c(N)c12,-3%,i,0%,-3%,8%,3%,-2%,13%,50%[activator]
C[C@@H]1CN([C@H](C)CO)S(=O)(=O)c2ccc(C#CCN(C)C)cc2O[C@@H]1CN(C)Cc1ccccc1F,1%,i,.,-27%,.,.,0%,-1.1%,-10%
Nc1ccc(C(=O)N2CCN(S(=O)(=O)c3ccc(Br)cc3)CC2)cc1[N+](=O)[O-],-8%,i,-13%,11%,9%,14%,-3%,0.3%,1%
O=C(O)CC(CC(=O)O)n1cccc1,1%,i,3%,3%,7%,-2%,3%,-0.3%,3%
OCCOc1ccc(CN2CCN(CCCc3ccccc3)C(CCO)C2)cc1 (stereo not drawn),-3%,i,-9%,-4%,-24%,-2%,7%,-0.3%,-12%
CCCCn1c(N)c(N(CC)C(=O)CSc2nnnn2-c2cc(C)ccc2C)c(=O)[nH]c1=O,-5%,i,-3%,1%,8%,-23%[9.22 µM],-3%,0.3%,-18%
CSc1ccccc1NC(=O)c1ccccc1C,-4%,i,1%,-19%,-11%,-2%,1%,-0.6%,0%
COc1ccc(Cl)cc1NC(=O)COc1ccc(S(=O)(=O)N2CCOCC2)cc1C,-4%,i,-7%,2%,2%,-1%,9%,-0.1%,-3%
CCCCNC(=O)C1(C)CCN1Cc1cccc2c(OC)cc(C(=O)OCC)cc12 (stereo not drawn),?,?,.,-55%,.,.,-7%,-0.1%[9.22 µM],?
Cc1ccc2oc(=O)n(Cc3ccccc3OC(C)C)c2c1,-15%,i,-15%,-1%,-18%,?,?,-0.5%,-8%
O=C(c1ccccc1Br)N1CCC(c2nc3ccccc3o2)CC1,-16%,.,-3%,-16%,-26%,.,.,0.7%,.
Clc1ccc(CNCCCSc2ncccn2)cc1Cl,14%,i,5%,-22%,4%,6%,8%,2.4%,0%
O=C(c1ccc(N2CCCCC2)c([N+](=O)[O-])c1)N1CCN(S(=O)(=O)c2ccccc2)CC1,-6%,i,-12%,-3%,?,-7%,6%,-0.3%,6%
Cc1cc(C)cc(NS(=O)(=O)c2cccs2)c1,12%,i,-6%,7%,-20%,0%,-20%,-0.4%,-3%
CSc1ncc(C(=O)NCc2ccc(C)cc2)c(C)n1,-2%,i,6%,-9%,-19%,.,.,-0.8%,0%
COc1ccc(NC(=O)CC2Sc3ncnn3C2=O)cc1 (stereo not drawn),7%,.,-17%,-3%,-8%,?,6%,12%,?
COc1ccc(/C=C/C(=O)NCc2ccccn2)cc1OC,5%,i,11%,0%,2%,-13%,-2%,1.9%,2%
CC(C)CNS(=O)(=O)c1ccc(OCC(=O)Nc2ccc3c(c2)OCO3)c(Cl)c1,-1%,i,1%,-7%,-26%,-2%,-1%,1.2%,5%
Cn1c(=O)c2c(nc(CN3CCN(Cc4ccccc4)CC3)n2Cc2ccc(Cl)cc2)n(C)c1=O,?,?,3%,-30%,-5%,?,-9%,-1.4%,?
CCN1CCN(CCCNC(=O)c2ccc(CS(=O)c3ccc(Br)cc3)o2)CC1 (stereo not drawn),1%,i,-3%,-3%,15%,0%,5%,-0.3%,13%
CCc1nnc(NC(=O)[C@@H](NC(=O)c2ccc(OC)cc2)C(C)C)s1,8%,i,0%,8%,12%,-13%,0%,-0.6%,19%
# (next part)
SMILES,TGFb inhibitor,S2 tox,A549 tox,HepG2 tox,Nrf2 inh,MCF10A rereplic,EPAC2 antagonist,Nrf2 ARE act,ATXN2 expr inh
Cc1cc(N2CCN(S(=O)(=O)Cc3ccccc3)CC2)n2ncnc2n1,0%,i,11%,-22%,-13%,-4%,-6%,0.0%,1%
COC(=O)c1ccc(Sc2ccc(C)cc2)c(N)c1,-15%,i,7%,8%,.,19%,-10%,2.6%,57%[activator]
Cc1ccc(S(=O)(=O)N2[C@@H](c3ccc(C(C)C)cc3)C(C(=O)O)=C[C@H]2C(C)(C)C)cc1,5%,i,0%,-3%,?,24%,?,3.5%,-1%
COc1ccccc1CNC(=O)CN(C)Cc1ccc(SC)cc1,?,?,1%,-19%,-8%,0%,-18%,0.4%,-28%
CC(C)C[C@H]1COc2cc(N3CC[C@@H](O)C3)ccc2S(=O)(=O)N1,.,i,.,.,.,.,8%,-1.1%,9%
C/C(=N/NC(=O)CNC(=O)c1ccncc1)c1ccc(Cl)cc1,-6%,i,4%,0%,-13%,1%,11%,0.2%,-23%
CC(C)CC1Nc2ncnc(N3CCN(c4ccccc4)CC3)c2N(Cc2ccccc2)C1=O (stereo not drawn),?,?,-14%,-19%&2%,-21%,-1%,-16%&-8%,-1.0%&0.5%,-13%&-21%

# An excerpt from above in order of the EPAC2 antagonist value, highest first.
molecule	TGFb inhibitor	EPAC2 antagonist	Nrf2 ARE act
Cc1csc(SCC(=O)Nc2ncc(Cl)c(C)c2Cl)n1	9%	10%	3.5%
COc1ccc(Cl)cc1NC(=O)COc1ccc(S(=O)(=O)N2CCOCC2)cc1C	-4%	9%	-0.1%
CCOC(=O)c1cc(NC(=O)CSCCO)ccc1Cl	-9%	0%	-0.5%

# Only part of the results is shown (hit frequency here may not be typical).
